From PubChem BioAssay
12-LOX inh = ALOX12 (human) lipoxygenase inhibition; P18054; purified 12hLO, xylenol orange hydroperoxide absorbance; Potency, µM (top dose mostly 108 µM), for the others: top-dose activity change, negative = inhibition, usual class: inhibitors; 580,000 tested, 1.1% active; AID 1671190; also: potency is read from the fitted curve at half-maximal effect; % is scaled to controls: 0 for no effect and ±100 for the full control effect
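Purified human 12hLO at 150 nM in 25 mM Hepes, 0.01% Triton X-100, pH 7.0, preincubated 15 min at room temperature with compound. Reaction started with 40 uM arachidonic acid, 30 min at room temperature. Hydroperoxide measured by Fe-xylenol orange, 573/405 nm absorbance ratio.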
ERG-DNA inh = blocks human ERG Ets domain binding to DNA | fluorescence polarization, His-ERG Ets domain / labelled DNA | Potency, µM (doses to about 76.9 µM), for inactives: at the top dose FP activity, negative = inhibition, hits mostly inhibitors | 370,000 tested, 0.028% active; active = well fitted inhibition curve with a large enough effect in the polarisation, with a control signal flat; inconclusive = small, poorly fitted or top-dose-only effect, or effect the other way, or a change in a side signal; inactive = no such curve, though single readings can be large or run the other way; the % refers to the polarisation;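 also: polarization taken with two DNA probes labelled with fluorescein and Texas red; potency is read from the fitted curve at half-maximal effect; % of control where 0% means no effect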
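His-tagged ERG Ets domain (1 uM in the protein solution; 300mM KCl, 50mM Tris-HCl, 1mM EDTA, 1mM DTT, pH 7.5) received compound, then a probe mix of 5 nM fluorescein-DNA and 100nM Texas-615-DNA. Fluorescence polarization was read for both dyes.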
POLK inh = blocks human DNA polymerase kappa activity; Q9UBT6; purified Pol kappa, fluorescent DNA synthesis assay, 10 min; Potency, µM (doses to about 107 µM), for inactives: top-dose activity, negative = inhibition, usual class: inhibitors; 400,000 tested, 0.53% active; AID 588579; also: potency is read from the fitted curve at half-maximal effect; % is scaled to controls: 0 for no effect and ±100 for the full control effect
Target sequence (Q9UBT6 whole entry, looked up): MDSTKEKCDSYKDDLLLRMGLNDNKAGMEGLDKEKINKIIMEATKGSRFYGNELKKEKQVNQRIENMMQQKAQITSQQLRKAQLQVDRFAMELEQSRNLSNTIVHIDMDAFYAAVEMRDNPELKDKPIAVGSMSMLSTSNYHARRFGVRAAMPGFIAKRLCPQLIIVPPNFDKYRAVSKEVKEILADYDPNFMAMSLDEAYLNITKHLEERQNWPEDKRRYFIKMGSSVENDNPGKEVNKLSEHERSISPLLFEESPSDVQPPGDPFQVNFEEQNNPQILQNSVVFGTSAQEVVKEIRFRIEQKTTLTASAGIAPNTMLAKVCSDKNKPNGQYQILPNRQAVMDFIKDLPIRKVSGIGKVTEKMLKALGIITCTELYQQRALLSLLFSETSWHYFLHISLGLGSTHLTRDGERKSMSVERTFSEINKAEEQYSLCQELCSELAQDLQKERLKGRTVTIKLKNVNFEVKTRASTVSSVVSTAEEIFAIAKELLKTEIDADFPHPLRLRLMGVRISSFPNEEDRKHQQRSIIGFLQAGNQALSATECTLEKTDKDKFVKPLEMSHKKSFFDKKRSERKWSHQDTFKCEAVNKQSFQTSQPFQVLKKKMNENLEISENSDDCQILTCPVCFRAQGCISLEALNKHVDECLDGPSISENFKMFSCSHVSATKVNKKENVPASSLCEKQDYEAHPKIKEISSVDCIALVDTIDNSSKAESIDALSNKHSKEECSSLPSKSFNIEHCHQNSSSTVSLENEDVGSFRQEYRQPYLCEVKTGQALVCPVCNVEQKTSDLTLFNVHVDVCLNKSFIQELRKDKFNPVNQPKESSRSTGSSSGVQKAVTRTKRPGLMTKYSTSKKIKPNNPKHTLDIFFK
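Readout: fluorescence, taken kinetically at 0 and 10 min. Conditions: 10 nM Pol kappa, 15 min RT compound preincubation, 50 nM substrate final. Controls: enzyme-free buffer wells.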
APE1 inh = inhibitors of human APE1 endonuclease | 350,000 tested, 0.35% active | recombinant APE1, TAMRA/BHQ-2 abasic DNA cleavage fluorescence | Potency, µM (titrated, usually from 65.8 µM), without a hit: at the top dose activity change, negative = inhibition, actives largely listed as inhibitors;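 also: potency is read from the fitted curve at half-maximal effect; plate controls were vehicle for no effect and reference inhibitor for full effect; nearly all actives have a fitted effect of over 55% in size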
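Activity was derived from the fluorescence gain between first and third kinetic reads (60 s intervals, ex 525/em 598 nm) after 50 nM THF-abasic TAMRA/BHQ-2 duplex was added to 0.75 nM APE1 preincubated 15 min with compound.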
POLH inh = inhibitors of human DNA polymerase eta; AID 588591; Potency, µM (titrated, usually from 114 µM), without a hit: at the highest dose activity change, negative = inhibition, usual class: inhibitors; 390,000 tested, 1.2% active; Q9Y253; recombinant Pol eta, fluorescent DNA replication assay; also: potency is read from the fitted curve at half-maximal effect; % is scaled to controls: 0 for no effect and ±100 for the full control effect
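Pol eta (10 nM) was preincubated with compounds for 15 min at room temperature, after which fluorescent replication substrate (50 nM final) was added to start the reaction. Fluorescence was read kinetically at 0 and 10 min.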
Apoferritin bind = binds horse apoferritin like a general anesthetic. P02791. apoferritin/1-aminoanthracene competitive binding, fluorescence. Potency, µM (series often up to 77.5 µM), for the others: at the highest dose activity change, negative = displacement, most hits filed as inhibitors. 350,000 tested, 0.074% active. AID 485281; also: potency is read from the fitted curve at half-maximal effect; % is scaled to controls: 0 for no effect and ±100 for the full control effect; nearly all actives have a fitted effect of over 20% in size
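Horse-spleen apoferritin (10 uM) was mixed with 50% saturated 1-aminoanthracene in PBS, exposed to compounds for 10 min at room temperature, and read for fluorescence (ex 380 nm, em 535 nm). Competitive displacement was fitted with a four-parameter Hill equation.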
RGS4 inhibitor = inhibitors of human regulator of G protein signaling 4; Transcreener GDP fluorescence polarization, RGS4-accelerated GTP hydrolysis; P49798; Potency, µM (top dose mostly 114 µM), for the others: at the highest dose activity change, negative = inhibition, actives largely listed as inhibitors; 390,000 tested, 0.039% active; also: potency is read from the fitted curve at half-maximal effect; % is scaled to controls: 0 for no effect and ±100 for the full control effect; nearly all actives have a fitted effect of over 75% in size; some results filed as inactive show a strong effect at the top dose
Target sequence (P49798 whole entry, looked up): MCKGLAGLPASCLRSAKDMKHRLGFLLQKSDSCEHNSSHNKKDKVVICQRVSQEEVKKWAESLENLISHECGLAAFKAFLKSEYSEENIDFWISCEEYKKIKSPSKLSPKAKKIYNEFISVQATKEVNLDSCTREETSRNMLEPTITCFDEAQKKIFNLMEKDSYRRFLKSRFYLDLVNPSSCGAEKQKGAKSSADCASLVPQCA
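MLSMR compounds (23 nl, pin-transferred) preincubated 10 min at room temperature with a 500nM (2x) first reagent, then RGS4 at 900nM (2x) plus Transcreener GDP mix added; fluorescence polarization (620/688 nm) read before and after 90 min at 30 °C.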
LDHA inh = LDHA (human) enzyme inhibition | P00338 | purified LDHA, NADH/diaphorase-resazurin fluorescence; hits give low values | activity change, % (values are at about 110 or 230 µM) | 480,000 tested, 0.15% active; in the data active = activity change below about -30%; inconclusive = mostly about -25% to -30%;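 also: plate controls were DMSO wells for no effect and wells without enzyme for full effect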
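Human LDH5 (2 nM) was incubated with 0.06 mM NADH and 0.2 mM pyruvate for 5 min at room temperature in Tris pH 7.4. Remaining NADH was coupled through diaphorase/resazurin, and resorufin fluorescence was read at 0 and 20 min.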
POLB inh = inhibitors of human DNA polymerase beta; P06746; Pol beta primer extension/strand displacement, fluorescence kinetic; Potency, µM (highest dose often 114 µM), for inactives: top-dose activity change, negative = inhibition, usual class: inhibitors; 340,000 tested, 1.3% active; AID 485314; also: potency is read from the fitted curve at half-maximal effect; % is scaled to controls: 0 for no effect and ±100 for the full control effect
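Human Pol beta at 10 nM; strand-displacement substrate 50 nM final. Compound exposure 15 min at room temperature before start, reaction 10 min at room temperature.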
Numbers without * were called inactive; ? = inconclusive; . = not tested or not shown; & = joins results of further samples; [ ] = another dose, or the depositor's remark. Unless noted, calls follow the shape of the dose curve; as a rule, active = well fitted curve in the direction sought with a large enough effect; inconclusive = small, poorly fitted or top-dose-only effect, or another doubt; inactive = no such curve, though single readings can be large; an effect the other way counts as inactive or inconclusive. An excerpt (hit frequency here may not be typical).

SMILES | 12-LOX inh | ERG-DNA inh | POLK inh | APE1 inh | POLH inh | Apoferritin bind | RGS4 inhibitor | LDHA inh | POLB inh
CCSc1nccc(-c2nn(-c3ccc(C)cc3)ccc2=O)n1 | 0% | -2% | -1% | -5% | -11% | ? | -30% | 0 | 7%
O=C(c1ccncc1)c1ccc(N2CCN(C3CC(=O)N(Cc4cccs4)C3=O)CC2)cc1 (centres undefined) | -11% | 7% | 7% | -3% | -8% | -21% | -14% | 0 | 5%
Cc1cc(NCc2ccncc2)ccc1Br | ? | -1% | 8% | -4% | -16% | ? | -14% | -11 | ?
Cc1ccc(C(=O)N2c3ccc(F)cc3CCC2C)o1 (centres undefined) | -12% | -4% | -5% | 0% | 0% | 1% | 11% | 0 | 16%
COCCn1c(SCC(=O)Nc2cc(C)on2)nc2c(c1=O)SC(C)C2 (centres undefined) | ? | -3% | -12% | 3% | -7% | 2% | 0% | -5 | 23%
CCC(C(=O)NCc1ccc(F)cc1)N(Cc1ccco1)C(=O)c1snc(C(N)=O)c1N (centres undefined) | -18% | 7% | 1% | -1% | -12% | -13% | 20% | 5 | 20%
CC(C)OC(=O)CSc1nc2cc3c(cc2cc1C#N)OCO3 | -16% | 1% | -14% | 17% | 5% | -1% | -1% | 7 | 44%
COc1cc(C(=O)O[C@H]2C/C(C)=C/CC[C@@]3(C)O[C@@H]3[C@H](O)[C@@H]2C(C)C)cc(OC)c1OC | 8% | 2% | 4% | -12% | -17% | -7% | 17% | 1 | -6%
O=C(CCC(=O)NC1CCCCCCC1)Nc1nnc(C(F)(F)F)s1 | 6% | 1% | -14% | 2% | -12% | ? | 14% | -4 | -1%
C=CCn1c(=S)[nH]c2ccccc2c1=O | -5% | -1% | -8% | -1% | -7% | -13% | -10% | -4 | -9%
O=S(=O)(NCC1CCCO1)c1ccc2ccccc2c1 (centres undefined) | -12% | . | -5% | 5% | -10% | -18% | -3% | -8 | -8%
CC(C)C(=O)NC(c1ccc(Cl)cc1Cl)c1ccc2cccnc2c1O (centres undefined) | -29% | 5% | -20% | -2% | -11% | ? | -7% | 10 | ?
COc1ccccc1C(=O)N1C(CC(=O)Nc2cc(Cl)ccc2C)C(=O)NC2CCCCC21 (centres undefined) | 9% | . | -10% | -7% | -9% | -22% | -15% | 8 | 0%
Cc1ccccc1/C=C1\OC(=O)c2ccccc21 | -32% | -2% | -16% | -6% | -11% | -14% | 31% | -17 | 26%
O=C(/C=C/c1ccccc1[N+](=O)[O-])NCCCn1ccnc1 | 1% | -3% | 3% | 2% | -12% | -10% | -17% | 1 | 34%
O=C(CCCN1C(=O)/C(=C\c2ccco2)SC1=S)Nc1ccc2ccccc2c1 | ? | 12% | -13% | -11% | ? | -13% | -42% | 0 | 20µM*
CCC(=O)N1CC2(CC(c3cccc(NC(=O)CC(c4ccccc4)c4ccccc4)c3)=NO2)C[C@H]1C(N)=O (some centres undefined) | ? | 1% | 5% | 16% | -1% | 5% | -3% | 1 | 16%
CC(NC(=O)CSc1ncccn1)c1ccccc1 (centres undefined) | 1%[57.4 µM] | . | -1% | 6% | 5% | -7% | -7% | -1 | 15%
CC(=O)Nc1ccc(NC(=O)C2CCCN(S(=O)(=O)c3ccc(Cl)cc3)C2)cc1 (centres undefined) | -11% | -7% | -4% | 1%[12.4 µM] | -21% | 4% | 4% | -7 | 1%
CC(C)(C)OC(=O)N1CCC(Cc2cc(-c3cccnc3)no2)(C(=O)O)CC1 | -6% | -1% | -10% | -4% | -6% | . | -6% | -2 | .
CCC(C)n1c(NC(=O)c2ccccc2)c(C#N)c2nc3ccccc3nc21 (centres undefined) | 0% | -3% | ? | -4% | 50µM* | -20% | ? | 19 | 40µM*
Cc1ccc(S(=O)(=O)NNC(=O)c2cc(C)cs2)cc1 | 0% | 2% | -11% | -4% | -8% | -2% | -20% | 3 | 0%
Cc1cc(/C=C(\C#N)C(=O)NC2CCCCCC2)c(C)[nH]1 | -21% | -14% | 5% | 8% | -19% | 68%[activator] | -18% | -1 | 40%
COCCN(C(=O)c1snc(C(N)=O)c1N)C(C(=O)NC1CCCCC1)c1ccc(N(C)C)cc1 (centres undefined) | -26% | 3% | -12% | 12% | -10% | -23% | 6% | -9 | 5%
COc1ccc(C(=O)CSc2nnc(-c3cc4ccccc4cc3O)n2Cc2ccco2)cc1 | -23% | -2% | 1%&-12% | -6% | 4% | ? | -28%&-13% | 4&-1 | -3%
SMILES | 12-LOX inh | ERG-DNA inh | POLK inh | APE1 inh | POLH inh | Apoferritin bind | RGS4 inhibitor | LDHA inh | POLB inh
COCCCNC(=O)C(=O)N/N=C/c1ccc(OCC(=O)Nc2cccc(Cl)c2C)c(OC)c1 | 5% | -5% | -2% | -5% | 5% | -7% | -4% | -9 | 13%
CCCCNC(=O)N1CCc2ccccc2C1 | -10% | 5% | -5% | 9% | -8% | 5% | ? | -13 | 15%
O=S(=O)(Nc1ccccc1N1CCCCC1)c1cccs1 | 0% | 6% | 3% | 10% | -22% | -9% | -11% | 6 | 25%
NS(=O)(=O)c1ccc(CCNC(=O)Cn2c(-c3cccs3)cc3ccccc32)cc1 | -32% | 10% | -1% | . | -1% | ? | -22% | -3 | 3%
COc1cccc(C2=NOC(C(=O)NCc3cccs3)C2)c1 (centres undefined) | 0% | -4% | -4% | 3% | 5% | -17% | -14% | -4 | 13%
CC(C)[C@H](NC(=O)OCc1ccccc1)C(=O)OCC(=O)Nc1c(F)cccc1F | 15% | 11% | -4% | 3% | -24% | -12% | 9% | -1 | -21%
Cc1ccc([N+](=O)[O-])cc1NC(=O)CN1CCCCC1 | -16% | -1% | -13% | 0% | 4% | -21% | 19% | 1 | 1%
O=C(Nc1ccc(Cl)cc1)N1CCC(CO)(Cc2ccccc2)CC1 | -4% | -8% | -7% | -6% | -12% | -10% | -10% | 1 | -10%
Cc1cc(OCC(=O)OCC(=O)c2ccc[nH]2)ccc1Cl | -14% | -1% | -13% | -6% | 0% | . | 37% | -3 | .
CCOc1ccc(Nc2nc(N)c(C(=O)c3ccccc3Cl)s2)cc1 | 3% | 1% | -15% | . | -24% | -4% | -28% | -6 | -18%
Cc1ccc(S(=O)(=O)N(C)c2ccc(OC(=O)CN3C(=O)NC4(CCCC4)C3=O)cc2)cc1 | -6% | 8% | -7% | 21% | -16% | . | -12% | 1 | .
COc1cc(CN2C(=S)NC(C)(C)CC2(C)O)cc(OC)c1 (centres undefined) | -28% | -8% | 2% | 7% | -8% | 5% | 0% | -2 | -4%
CCS(=O)(=O)CCSc1nc(C)cc(C)n1 | -7% | -3% | -13% | 21% | -14% | -8% | 15% | 0 | 31%
N/C(Cc1ccc([N+](=O)[O-])cc1)=N\OC(=O)COc1ccc2ccccc2c1 | 6% | . | -17% | -5% | -7% | ? | 0% | -10 | -5%
COc1cc(S(=O)(=O)N(Cc2ccc(C)cc2)Cc2ccco2)ccc1-n1cnnn1 | -20% | . | -11% | -8% | -11% | -5% | -17% | -1 | -17%
O=C(c1cc([N+](=O)[O-])cc([N+](=O)[O-])c1)N1CCN(C(=O)c2ccco2)CC1 | 0% | 1% | -7% | 0% | -7% | -5% | 11% | 2 | 2%
Cc1cccc(C(=O)NCC(=O)N2CCN(S(=O)(=O)/C=C/c3ccccc3)CC2)c1 | 237%[activator] | . | -18% | 0% | -6% | . | -6% | -2 | .
CCOC(=O)C1=C(CC)Nc2ccccc2N=C1NC(=O)Nc1ccccc1OC | 0% | 0% | -4% | -3% | -6% | -12% | -10% | 2 | 7%
COc1ccccc1-c1nnc2n1N=C(C)CS2 | -15% | 2% | -5% | 2% | -2% | -5% | -23% | 0 | 32%
COc1cc(NC(=O)c2ccccc2)c(OC)cc1NC(=O)CN1CCN(c2ccccn2)CC1 | 0% | -6% | -18% | 8% | -26% | -1% | 1% | 9 | 15%
Cc1ccc(N2CC(=O)N(c3ccc(C)cc3)CC2=O)cc1 | 148%[activator] | 24% | -2% | -7% | -1% | -6% | -13% | -7 | 36%
Cc1ccc(C(=O)NCC(=O)OCC(=O)Nc2ccc(Cl)cc2C(F)(F)F)cc1C | -21% | -7% | -18% | 14% | -19% | -5% | 15% | -6 | 34%
c1nc(NCc2ccc3c(c2)OCO3)c2cc(-c3ccc4c(c3)OCCO4)ccc2n1 | ? | . | -19% | -2%&2% | -13% | . | 9% | -5 | .
CCCCn1c(CNC(=O)C23CC4CC(CC(C4)C2)C3)nnc1SCC(=O)Nc1nnc(C)s1 | 15% | 16% | 3% | -3% | -10% | 0% | -13% | 2 | 0%

3 compounds out of the list above, sorted by the value under RGS4 inhibitor, ascending.
SMILES | 12-LOX inh | ERG-DNA inh | POLK inh | APE1 inh | POLH inh | Apoferritin bind | RGS4 inhibitor | LDHA inh | POLB inh
CCCCn1c(CNC(=O)C23CC4CC(CC(C4)C2)C3)nnc1SCC(=O)Nc1nnc(C)s1 | 15% | 16% | 3% | -3% | -10% | 0% | -13% | 2 | 0%
Cc1ccc(S(=O)(=O)N(C)c2ccc(OC(=O)CN3C(=O)NC4(CCCC4)C3=O)cc2)cc1 | -6% | 8% | -7% | 21% | -16% | . | -12% | 1 | .
N/C(Cc1ccc([N+](=O)[O-])cc1)=N\OC(=O)COc1ccc2ccccc2c1 | 6% | . | -17% | -5% | -7% | ? | 0% | -10 | -5%
